Growth percent in the NCI-60 one-dose screen (48 h, 10 µM unless noted): 100 = growth as untreated, 0 = no growth, -100 = all killed.
NCI-H226 – NCI-H226 lung cancer | 79,000 compounds, 3.5% hits | AID 1794732
NCI/ADR-RES – NCI/ADR-RES ovarian cells; 81,000 compounds, 4.4% hits
HCT-15 – HCT-15 colon cancer; 82,000 compounds, 5.2% hits; AID 1794746
NCI-H522 – NCI-H522 lung cancer. AID 1794739. 78,000 compounds, 8% hits
NCI-H322M – NCI-H322M lung cancer. 80,000 compounds, 2.7% hits
HCT-116 – HCT-116 colon cancer | 82,000 compounds, 7.3% hits
COLO 205 – COLO 205 colon cancer; 79,000 compounds, 7.3% hits; AID 1794742
NCI-H460 – NCI-H460 lung cancer; 82,000 compounds, 6.8% hits; AID 1794736
HT29 – HT29 colon cancer; AID 1794748; 81,000 compounds, 7.4% hits
* hit, by the source's call; · = not tested or not shown; & = joins results of further samples. Rule for the calls: active = growth percent below 10; inactive = the rest.

SMILES	NCI-H226	NCI/ADR-RES	HCT-15	NCI-H522	NCI-H322M	HCT-116	COLO 205	NCI-H460	HT29
O=C(Nc1cc(Cl)ccc1O)c1ccccc1Nc1ccnc(C(F)(F)F)c1	51	-2.3*	14	-6.2*	31	2.1*	80	2.1*	38
COc1ccc(C(=O)C2C(c3ccc(OC)cc3)C3CCCN3C23C(=O)Nc2ccccc23)cc1 (stereo not drawn)	92	87	97	85	105	97	102	101	98
O=C1CCC(C(=O)NNc2ccccc2[N+](=O)[O-])N1 (stereo not drawn)	96	102	103	79	103	99	110	114	96
O=C(O)C(Cc1ccccc1)N1C(=O)CSC1=S (stereo not drawn)	94	102	99	91	93	100	106	103	102
COc1ccc(C(O)c2ccc(OC)cc2)cc1	90	103	112	97	88	95	103	99	103
NC(=O)c1c(NC(=O)Cc2ccc(Cl)cc2)sc2c1CCCC2	76	87	89	79	93	98	112	100	106
Cc1ccc(NC(=S)Nc2nccnc2OCc2ccccc2Cl)cc1	91	94	99	78	93	90	103	98	95
Cn1c(=O)c2c(ncn2CCOC(=O)C(C)(C)Oc2ccc(Cl)cc2)n(C)c1=O	·	102	101	102	118	96	115	95	111
O=c1cc(-c2ccccc2O)oc2c(O)c(O)ccc12	95	102	94	97	110	109	117	110	113
CC(=O)Cn1cc(-c2ccccc2)nn1	103	110	109	82	111	98	112	100	99
Fc1ccc(-c2cc(-c3ccco3)nc(OCCn3ccnc3)n2)cc1	·	·	110	87	107	102	117	112	·
CCOC(=O)c1ccc(Cc2ccc(C(=O)OCC)o2)o1	99	104	105	114	96	99	106	113	115
C=CCn1c(SCC(=O)c2ccccc2)nnc1-c1c[nH]c2ccccc12	88	97	96	98	102	97	122	107	112
CC1=NN(c2ccc([N+](=O)[O-])cc2)C(=O)C1[N+](=O)[O-] (stereo not drawn)	103	107	105	97	·	97	112	111	114
CN(C)c1ccc(/C=N\Nc2cc(=O)[nH]c3ccc(Cl)cc23)cc1	75	100	99	86	99	88	112	102	96
CCn1c(C2=C(c3c(O)c4ccccc4c(=O)n3CC)C(=O)c3ccccc3C2=O)c(O)c2ccccc2c1=O	104	96	92	102	87	103	105	110	108
O=C(Nc1ccc([N+](=O)[O-])cc1)c1ccc(-n2c(=O)[nH]c3ccccc3c2=O)cc1	106	99	102	98	100	101	108	112	109
O=C(O)c1ccc[n+](CC(=O)N2CCN(c3cc4c(cc3F)c(=O)c(C(=O)O)cn4C3CC3)CC2)c1	94	95	73	-87*	103	24	45	96	93
CN1C(=O)CCC1C(=O)NCc1cc(C(F)(F)F)ccc1Cl (stereo not drawn)	82	105	104	88	103	104	103	106	99
O=C1NC(=O)C(=Nc2c(O)[nH]c(=O)[nH]c2=O)C(=O)N1	110	104	101	·	117	106	110	116	117
COc1cccc(/C=C2\Oc3ccc(O)c(-c4ccccc4)c3C2=O)c1	·	85	66	89	82	83	·	95	111
Cc1cc(=O)oc2cc(OCCCOc3ccc(/C=C/C(=O)Nc4ccc(F)c(Cl)c4)cc3)ccc12	75	80	83	87	100	78	93	30	83
N#CCC(N)=S	90	102	104	·	111	99	118	97	113
COCCn1cc(-c2csc(-c3cn(C(=O)OC(C)(C)C)c4ccccc34)n2)c2cccnc21	90	87	62	73	110	89	76	99	79
N#Cc1cn(-c2ccc(Cl)cc2Cl)c(C(=O)c2ccc(F)cc2)c1N	96	103	92	86	93	98	102	101	95
COC(=O)C(C)NS(=O)(=O)/N=C1\NC(=O)NC1=C(Cl)Cl (stereo not drawn)	106	105	102	101	102	102	115	113	115
O=C(O)C1=NN(c2cccc([N+](=O)[O-])c2)C(=O)C1	108	99	101	72	115	105	101	105	87
NS(=O)(=O)c1cccc(C(=O)O)c1	100	101	101	64	86	91	90	109	81
N#CC(NCc1cccc(CNC(C#N)c2ccccc2)c1)c1ccccc1 (stereo not drawn)	97	105	99	85	94	95	100	91	96
O=C1c2ccccc2-n2c(noc2=S)[C@@H]2CCCN12	95	104	96	77	103	95	103	102	100

By substructure: those above with a halogen
SMILES	NCI-H226	NCI/ADR-RES	HCT-15	NCI-H522	NCI-H322M	HCT-116	COLO 205	NCI-H460	HT29
O=C(Nc1cc(Cl)ccc1O)c1ccccc1Nc1ccnc(C(F)(F)F)c1	51	-2.3*	14	-6.2*	31	2.1*	80	2.1*	38
NC(=O)c1c(NC(=O)Cc2ccc(Cl)cc2)sc2c1CCCC2	76	87	89	79	93	98	112	100	106
Cc1ccc(NC(=S)Nc2nccnc2OCc2ccccc2Cl)cc1	91	94	99	78	93	90	103	98	95
Cn1c(=O)c2c(ncn2CCOC(=O)C(C)(C)Oc2ccc(Cl)cc2)n(C)c1=O	·	102	101	102	118	96	115	95	111
Fc1ccc(-c2cc(-c3ccco3)nc(OCCn3ccnc3)n2)cc1	·	·	110	87	107	102	117	112	·
CN(C)c1ccc(/C=N\Nc2cc(=O)[nH]c3ccc(Cl)cc23)cc1	75	100	99	86	99	88	112	102	96
O=C(O)c1ccc[n+](CC(=O)N2CCN(c3cc4c(cc3F)c(=O)c(C(=O)O)cn4C3CC3)CC2)c1	94	95	73	-87*	103	24	45	96	93
CN1C(=O)CCC1C(=O)NCc1cc(C(F)(F)F)ccc1Cl (stereo not drawn)	82	105	104	88	103	104	103	106	99
Cc1cc(=O)oc2cc(OCCCOc3ccc(/C=C/C(=O)Nc4ccc(F)c(Cl)c4)cc3)ccc12	75	80	83	87	100	78	93	30	83
N#Cc1cn(-c2ccc(Cl)cc2Cl)c(C(=O)c2ccc(F)cc2)c1N	96	103	92	86	93	98	102	101	95
COC(=O)C(C)NS(=O)(=O)/N=C1\NC(=O)NC1=C(Cl)Cl (stereo not drawn)	106	105	102	101	102	102	115	113	115

Next compounds follow.
SMILES	NCI-H226	NCI/ADR-RES	HCT-15	NCI-H522	NCI-H322M	HCT-116	COLO 205	NCI-H460	HT29
O=C(O)CCc1ccc(O)cc1	98&106	103&106	98&103	94&83	100&106	107&99	121&115	109&98	97&103
COc1cc(/C=N/NC(=O)c2cnn3c2NC(c2ccccc2)C3)cc(OC)c1OC (stereo not drawn)	·	83	38	36	84	35	·	27	20
C=C1CC[C@@H]2[C@](C)(COC(C)=O)[C@H](OC(C)=O)CC[C@@]2(C)[C@@H]1CC(NCc1ccccc1)C1=CCOC1=O (stereo partly drawn)	11	23	41	·	77	42	46	48	·
N#CCC(=O)N1CCCC1	107	101	117	85	117	96	106	113	95
CCN(CC)CCOc1nc(-c2ccc(F)cc2)cc(-c2ccco2)n1	·	106	110	93	92	102	118	113	·
COc1cccc(-c2nn(-c3ccccc3)cc2-c2ccnc(NCCCNC(=O)Nc3ccc(F)cc3)c2)c1	16	-36*	-16*	-3.2*	44	6.3*	-0.9*	15	-7.8*
CC1OC(n2cnc3c(=S)nc[nH]c32)C(O)C1O (stereo not drawn)	101	101	106	71	147	103	109	108	97
CN(C)c1ccc(/C=N\N2CCCCCC2)cc1	114&102	95&88	91&99	78&92	121	104&122	123&102	121&100	86&96
CCNCCNc1cc(-c2ccc(C(=O)OC)cc2)c(C#N)c2nc3ccccc3n12	88	57	46	32	44	-20*	·	4.3*	4.7*
CCCCNC(=O)Oc1ccc(/C(=C(\C)c2ccc(Cl)cc2)c2ccc(OCCN(CC)CC)cc2)cc1	103	81	19	98	88	51	63	73	-10*
C=CCn1c(=S)[nH]c2c(Cl)cc(Cl)cc2c1=O	98	102	109	75	107	93	111	103	89
CN(C)CCCNc1nc2ccccc2c2c(=O)c3cc(F)ccc3sc12	91	43	18	39	71	-47*	-34*	-1.7*	4.3*
ON=C1CCCCCCC1	99	106	100	98	100	104	113	105	108
O=C(N1c2ccccc2Sc2ccccc21)n1ccc2cccnc21	81	58	40	56	75	35	63	49	61
CCc1ccccc1-n1c(-c2ccc(OC)cc2)cc(-c2ccc(OC)cc2)c(C#N)c1=O	96	72	106	74	82	51	132	85	110
CCCCCCCCCCCCCCSSCCCCCCCCCCCCCC	95	104	104	120	105	99	100	108	113
CCCCCc1cc[n+](CC(O)c2ccccc2)cc1 (stereo not drawn)	100	96	98	58	91	75	72	109	67
O=C(N/N=C1/C2C[C@@H]3C1C3C2C(=O)O)c1ccncc1 (stereo partly drawn)	94	106	110	79	103	102	109	100	82
NNC(=O)Oc1c(Cl)cc(Cl)cc1[N+](=O)[O-]	106	101	99	97	·	102	110	110	100
ClCc1cccc2c(CCl)cccc12	75	69	74	79	-4.8*	-86*	78	17	71
NC(=O)C1C2C=CC(O2)C1C(=O)O (stereo not drawn)	·	117	97	111	104	115	115	100	107
CCCC(=O)C(CC)C1(C(=O)OC)NC(=S)NC(=O)C1C#N (stereo not drawn)	115	109	104	101	113	108	115	116	107
CN1C=CN(Cc2ccc(-c3ccccn3)nc2)[CH-]1.CN1C=CN(Cc2ccc(-c3ccccn3)nc2)[CH-]1.[Au+3]	67	101	69	34	-3.0*	2.0*	28	21	·
COc1ccc(C(=O)c2ccc3[nH]c(=O)nc(N)c3c2)cc1	112	105	103	97	108	101	·	107	113
Cc1ccc(NC(=S)N/N=C/c2c(-c3ccc(S(C)(=O)=O)cc3)nc3ccccn23)cc1	66	98	93	82	84	89	98	54	82
CCOC(=O)c1sc(-c2ccc(OS(=O)(=O)c3cccs3)c(C=O)c2)nc1C	·	-2.6*	1.4*	-2.3*	47	2.9*	80	3.6*	1.9*
O=NN(CCCl)C(=O)Nc1ccc(S(=O)(=O)c2ccc(NC(=O)N(CCCl)N=O)cc2)cc1	96	99	104	86	92	99	·	101	105
N#Cc1c(-c2ccc(Cl)cc2)nc2c(C#N)c(Nc3ccccc3)nn2c1N	99	100	96	96	105	101	112	96	100
O=C(O)COc1ccc(F)cc1	105	101	104	94	100	103	116	113	94
CCCCCCCCCCNC(=O)CCl	86	73	72	50	93	69	116	93	84
Nc1nc(Nc2ccccc2SSc2ccccc2Nc2nc(N)nc(-c3ccccc3)n2)nc(-c2ccccc2)n1	59	15	49	·	92	61	115	53	111
N#CC(C#N)c1c(C(F)(F)F)nn(-c2ccccc2)c1-c1ccc(Cl)cc1	92	111	93	101	95	110	109	105	100
O=C(CCl)N1c2ccccc2Sc2c1ccc1ccccc21	68	75	39	-79*	106	16	66	82	69
Cc1cc(-c2ccc(NS(=O)(=O)c3ccccc3)c(C)c2)ccc1NS(=O)(=O)c1ccccc1	92&82	87&86	85&85	65&53	121&93	101&71	121&92	88&78	100&74
Cc1cc(O)c2c(c1)C(=O)c1c(Br)c(O)c(Br)c(O)c1C2=O	69	65	40	60	102	43	107	74	72
COC(=O)[C@]12CC[C@@H](C)[C@H](C)[C@@H]1C1=CC[C@@H]3[C@@]4(C)CC(=O)[C@H](OC(=O)/C=C/c5ccccc5)[C@@]5(C)COC(=C45)C[C@@]3(C)[C@]1(C)CC2	69	95	85	64	94	48	79	83	69
Cc1ccc(C(=O)Nc2ccc(CN3CCN(C)CC3)c(C(F)(F)F)c2)cc1C#Cc1cnc2cccnn12	-97*	-49*	-83*	-87*	-99*	-85*	-88*	-83*	-70*
COC(=O)C1(CC(=O)c2ccc(C)cc2)NC(=S)NC(=O)C1C#N (stereo not drawn)	90	103	105	99	104	104	106	114	110
COC(=O)CCOc1ccccc1	105	108	101	88	103	103	118	101	98
O=C1C(=Nc2cccc(Cl)c2)CC(c2ccc(Cl)cc2)N1c1ccc(Cl)cc1 (stereo not drawn)	79	84	79	87	·	75	92	99	85
C=C1CCC2C3(C)COC(c4cccs4)OC3CCC2(C)C1CC(Sc1ccccc1)C1=CCOC1=O (stereo not drawn)	88	2.6*	44	66	95	32	115	107	69
CC(C)(C)OC(=O)N1CCN(S(=O)(=O)/N=C2\NC(=O)NC2=C(Cl)Cl)CC1	105	99	11	-52*	99	98	86	101	106
Nc1ccc(C2(c3ccccc3)Nc3ccccc3S2)cc1 (stereo not drawn)	93	94	98	80	97	94	103	104	107
CCNCCNc1cc(-c2ccc(Cl)c(Cl)c2)c(C#N)c2nc3ccccc3n12	-74*	-73*	-84*	-78*	-83*	-87*	-84*	-71*	-87*
COC(=O)[C@@]1(C)CC[C@]2(C)CC[C@]3(C)C(=CC(=O)[C@@H]4[C@@]5(C)CC[C@H](OC6C[C@@H](O)[C@@H](O)C(O)O6)C(C)(C)[C@@H]5CC[C@]43C)[C@@H]2C1 (stereo partly drawn)	87	84	43	61	92	23	63	89	20
CCCCc1cccc(OC)c1OCc1ccccc1	74	103	104	·	96	75	106	84	65
C=CCc1cc(Cl)ccc1N1C(=O)CN(Cc2ccccc2)C(=O)C1c1ccccc1 (stereo not drawn)	93	94	87	91	100	85	110	98	96
CC(CO)N(C)C (stereo not drawn)	100	113	108	75	95	96	107	111	86
CCOC(=O)c1ccc(NC(=O)CCCN(CC)CC)cc1	103	99	105	64	92	87	·	107	89
COc1cccc(-c2nn(-c3ccccc3)cc2-c2ccnc(NCCCNC(=O)c3cccc(C(F)(F)F)c3)c2)c1	13	23	21	0.3*	75	11	10.0*	23	8.8*
COC(=O)c1cc2ccccc2c2ccccc12	95	101	107	79	95	94	105	106	86
COc1ccc(C(=O)CC(C(=O)O)c2ccc3c(c2)OCO3)cc1OC (stereo not drawn)	92	111	101	98	113	108	103	113	97
Nc1c(C(=O)Nc2cccc(Cl)c2)sc2ncc(Cl)cc12	76	·	81	97	65	20	80	14	90
Clc1cc(Cl)c(OCCBr)cc1Cl	100	109	97	97	92	107	122	105	112
O=C1CSC(c2c(F)cccc2Cl)N1NC(=O)C(O)(c1ccccc1)c1ccccc1 (stereo not drawn)	95	95	102	88	102	95	104	113	96
CCc1c(C)c2cc3nc(-c4ccc(N(C)C)cc4)oc3c(C)c2oc1=O	107	98	97	60	103	97	104	104	76

Compound activity (PubChem BioAssay)
